HIF act: HIF pathway transcriptional activation. 0.32% of 300,000 active. AID 1910. activation, % at 7.5 µM (by protocol). U2OS HRE-luciferase reporter, luminescence; normalized: DMSO 0%, desferrioxamine 100%;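 active = mean activation of at least 10% of the iron chelator positive control signal, with at least half of replicates also reaching 10%; inconclusive = mean and replicate majority disagree about reaching 10%; inactive = mean and most replicates under 10%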
Platelet DG rel: modulates dense granule release in human platelets; human platelet-rich plasma, SFLLRN dense granule ATP release, luminescence; inhibition, %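 (compounds screened at 7.5 µM in platelet-rich plasma)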; 0.22% of 300,000 active;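 active = mean replicate score, as percent of positive control, at or above 50; inconclusive = mean below 50 but at least one replicate at or above 50; inactive = mean and every replicate below 50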
MrgX1 PAM: allosterically activates human MrgX1 receptor signaling; Q96LB2; MrgX1-HEK293, Fluo-4 calcium flux, FDSS; active compounds read high; B-score at 10 µM; 0.63% of 310,000 active;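 active = plate-corrected calcium response at least 3 library SD above typical, normal starting fluorescence, not activating the receptor alone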;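 also: compound read alongside a low EC10 to EC30 dose of BAM8-22 agonist; peak minus trough fluorescence over baseline measured at the second addition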
MrgX1 antag: human MrgX1 receptor antagonism, primary screen; B-score at 10 µM; 1.3% of 310,000 active; AID 588676; MRGX1-HEK293 calcium flux, Fluo-4, BAM8-22 antagonism; active compounds read low;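 active = calcium-response B-score plate-corrected more than 3 library SD below zero, starting fluorescence within 5 deviations, no agonist response on first addition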;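 also: peak minus trough fluorescence over baseline after final BAM8-22 challenge near maximal dose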
TRPC6 inhibitor: blocks the mouse TRPC6 cation channel; AID 2553; B-score at 10 µM; HEK293-TRPC6, membrane potential dye, ACh-evoked depolarization; active compounds read low; 1.1% of 310,000 active;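 active = B-score under library mean minus 3 SD, initial fluorescence not abnormally high, positive integrated signal ratio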;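 also: B-score derived from integrated fluorescence ratio over the kinetic read; more negative B-score means stronger inhibition of depolarization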
TRPC6 activator: mouse TRPC6 channel activation; HEK293-TRPC6 membrane potential dye fluorescence; active compounds read high; B-score at 10 µM; 0.13% of 310,000 active; AID 2550;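 active = B-score of the integrated fluorescence ratio above library mean plus 3 SD, and starting fluorescence ratio within library mean plus 5 SD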;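 also: higher score means more depolarization so channel activation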
MrgX1 agonist: activates human MrgX1 receptor signaling; Q96LB2; MrgX1-HEK293 cells, Fluo-4 calcium fluorescence, agonist mode; active compounds read high; B-score at 10 µM; 0.44% of 310,000 active; AID 588627;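 active = calcium response B-score plate-corrected fluorescence ratio at least 3 library SD, with starting fluorescence B-score inside 5 SD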
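Assay system: stable human MrgX1 HEK293 cell line. Quantity: 15,000 cells per well. Schedule: cells plated overnight, dye loaded 0.5 h 37 °C, 0.5 h room temperature. Detection: Fluo-4 NW calcium-flux fluorescence, kinetic read. Read-out basis: peak-minus-minimum fluorescence over baseline, converted to B scores. Control set: positive and negative control wells on each plate.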
TRPC4 inh: inhibitors of mouse TRPC4 channel; B-score at 10 µM; Q9QUQ5; 0.39% of 300,000 active; HEK293 TRPC4beta/mu-opioid, DAMGO-evoked Fluo4 calcium flux; active compounds read low;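 active = B-score over 3 SD under the library average, no early fluorescence shift, positive overall ratio signal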
Target sequence (Q9QUQ5 whole entry, looked up): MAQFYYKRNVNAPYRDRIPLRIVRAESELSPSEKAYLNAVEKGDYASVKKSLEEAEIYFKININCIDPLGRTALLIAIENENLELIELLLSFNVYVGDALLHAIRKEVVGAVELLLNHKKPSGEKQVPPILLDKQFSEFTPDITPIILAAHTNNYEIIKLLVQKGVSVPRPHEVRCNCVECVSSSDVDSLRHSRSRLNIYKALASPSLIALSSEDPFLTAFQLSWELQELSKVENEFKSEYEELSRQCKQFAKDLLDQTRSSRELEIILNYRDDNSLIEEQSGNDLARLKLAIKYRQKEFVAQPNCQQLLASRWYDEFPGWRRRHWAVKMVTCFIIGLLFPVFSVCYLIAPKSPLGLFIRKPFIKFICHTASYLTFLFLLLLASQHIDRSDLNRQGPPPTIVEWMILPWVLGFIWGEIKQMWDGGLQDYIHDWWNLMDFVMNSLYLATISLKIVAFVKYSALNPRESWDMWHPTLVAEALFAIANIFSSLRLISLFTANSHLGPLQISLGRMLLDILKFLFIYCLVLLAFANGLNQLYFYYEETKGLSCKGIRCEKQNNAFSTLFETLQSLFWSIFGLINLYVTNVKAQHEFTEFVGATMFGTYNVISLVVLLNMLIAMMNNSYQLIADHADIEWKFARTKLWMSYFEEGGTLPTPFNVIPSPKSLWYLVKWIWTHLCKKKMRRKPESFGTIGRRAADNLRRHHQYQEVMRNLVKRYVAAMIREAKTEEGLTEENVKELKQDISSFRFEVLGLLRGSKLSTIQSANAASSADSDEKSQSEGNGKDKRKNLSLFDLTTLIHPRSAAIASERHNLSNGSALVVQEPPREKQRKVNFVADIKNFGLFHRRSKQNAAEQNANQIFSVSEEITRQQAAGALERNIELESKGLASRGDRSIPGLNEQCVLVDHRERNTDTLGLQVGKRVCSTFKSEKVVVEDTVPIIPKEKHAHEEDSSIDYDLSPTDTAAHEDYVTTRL
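Assay system: Stable TRPC4beta/mu-opioid receptor HEK293 cells | Reagent: DAMGO in two steps, submaximal then maximal | Compound dosing: Single concentration per test compound | Signal: Fluo4 Ca2+ flux fluorescence | Evaluation: Per-well B score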
RGS4 act: potentiators or activators of RGS4. HEK293 M3R/inducible RGS4, carbachol calcium flux Fluo4; active compounds read low. B-score at 10 µM. 0.92% of 310,000 active. AID 463111;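 active = B-score of the integrated calcium signal more than 4 SD below the library mean, with starting fluorescence not abnormally high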;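 also: negative B-score means reduced calcium response which marks RGS4 activation or potentiation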
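Assay system: HEK293 FlpIn-TREx cells, stable M3R, doxycycline-inducible RGS4 / Probe or stimulus: carbachol, ECmax concentration / Times: overnight RGS4 induction, 30 min dye load 37 °C, 20 min compound RT / Signal: kinetic calcium fluorescence imaging with Fluo4-AM dye, 2 µM / Measure: Agonist-evoked peak-minus-minimum fluorescence over baseline, integrated ratio, B score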
RGS4 inh: inhibitors of human RGS4. P49798. 0.45% of 310,000 active. HEK293 M3R/RGS4 inducible, Fluo-4 calcium flux; active compounds read high; triggered by carbachol at its EC20. B-score at 10 µM;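 active = B-score, a plate-corrected calcium signal, over three deviations above library mean, with baseline fluorescence within five deviations of library mean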;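 also: RGS4 expression induced by doxycycline in cells with stable M3 receptor; B-score is computed from the integrated fluorescence ratio over baseline after carbachol; higher B-score means a larger calcium signal and so more RGS4 inhibition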
SKKanGAS inh: SKKanGAS growth inhibition; S. pyogenes SKKanGAS, kanamycin growth, BacTiter-Glo, 6 h; 1.3% of 300,000 active; AID 1662; inhibition, % at 7.5 µM;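 active = mean replicate score, as percent of positive control median, at least 50; inconclusive = mean below 50 but one replicate at or above 50; inactive = mean and every replicate below 50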;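 also: strain carries kanamycin resistance gene driven by streptokinase promoter and grows in 40 µg/ml kanamycin; loss of luminescence reflects streptokinase promoter inhibition or plain growth inhibition; 0% = median of DMSO wells and 100% = positive control at its reference dose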
Numbers without * were called inactive; i = inactive; ? = inconclusive; / = no result given.

#	structure	HIF act	Platelet DG rel	MrgX1 PAM	MrgX1 antag	TRPC6 inhibitor	TRPC6 activator	MrgX1 agonist	TRPC4 inh	RGS4 act	RGS4 inh	SKKanGAS inh
1	COc1cccc(C(=O)N(C)CC(=O)Nc2ccc(F)c(F)c2F)c1	-1.1	5	i	i	i	i	i	i	i	i	4
2	CCOC(=O)C1(Cc2ccccc2)CCCN(Cc2ccc(OCC)c(CO)c2)C1 (stereo not drawn)	-0.2	2	i	i	i	i	i	i	i	i	13
3	CC(=O)C1=C(O)C(=O)N(CCC(=O)O)C1c1ccc(Cl)cc1Cl (stereo not drawn)	0.1	-1	i	i	i	i	i	i	i	i	-1
4	CC(=O)c1ccc(OCc2cc(C(=O)NCCN3CCCC(O)C3)no2)cc1 (stereo not drawn)	-0.6	9	i	i	i	i	i	i	i	i	9
5	COc1ccc2nc(SCC(=O)NN)cc(C)c2c1	0.0	-3	i	i	i	i	i	i	i	i	2
6	CN(c1ccccc1)S(=O)(=O)c1ccc(C(=O)Nc2ncccc2O)cc1	2.7	5	i	i	i	i	i	i	i	i	-5
7	C/C(CC(=O)Nc1cc(C)ccn1)=N\NC(=O)c1ccc(C)cc1	0.3	-3	i	i	i	i	i	i	i	i	-9
8	Cc1noc(C)c1S(=O)(=O)Nc1ccc(C(=O)N2CCN(c3cccc(Cl)c3)CC2)cc1	0.0	-2	i	i	i	i	i	i	i	i	19
9	Cc1ccc(C)c(NC(=O)CN(C)C(=O)c2cc3c(s2)CCCCC3)c1	0.1	0	i	i	i	i	i	i	i	i	-11
10	CCN(CC)CCn1c2c(c(SCC(=O)Nc3nccs3)nc1=O)CCCC2	-0.2	-4	i	i	i	i	i	i	i	i	-5
11	COc1ccc(C(=O)Nc2c(Cl)cc(Cl)cc2C(=O)N2CCOCC2)cc1	0.0	4	i	i	i	i	i	i	i	i	-2
12	c1ccc2sc(N3CCN(Cc4nnnn4CC4CCCO4)CC3)nc2c1 (stereo not drawn)	0.7	5	i	i	i	i	i	i	i	i	1
13	O=C(Cn1cc(C(F)(F)F)ccc1=O)Nc1ccccc1	0.7	4	i	i	i	i	i	i	i	i	3
14	CCOc1ccccc1NC(=O)/C(C#N)=C/c1c(C)nn(-c2ccc(F)cc2)c1Cl	-0.2	-8	i	i	i	i	i	i	i	i	-7
15	COC(=O)c1ccccc1NS(=O)(=O)c1ccc2[nH]c(=O)[nH]c2c1	-0.2	12	i	i	i	i	i	i	i	i	2
16	COC(=O)N1CC(c2ccccc2)CC1=O (stereo not drawn)	-0.3	0	i	i	i	i	i	i	i	i	0

Record cards (already shown). Order of values: HIF act | Platelet DG rel | MrgX1 PAM | MrgX1 antag | TRPC6 inhibitor | TRPC6 activator | MrgX1 agonist | TRPC4 inh | RGS4 act | RGS4 inh | SKKanGAS inh
CC(=O)C1=C(O)C(=O)N(CCC(=O)O)C1c1ccc(Cl)cc1Cl (stereo not drawn) across the screens: 0.1 | -1 | i | i | i | i | i | i | i | i | -1
CCOc1ccccc1NC(=O)/C(C#N)=C/c1c(C)nn(-c2ccc(F)cc2)c1Cl across the screens: -0.2 | -8 | i | i | i | i | i | i | i | i | -7

Next section
#	structure	HIF act	Platelet DG rel	MrgX1 PAM	MrgX1 antag	TRPC6 inhibitor	TRPC6 activator	MrgX1 agonist	TRPC4 inh	RGS4 act	RGS4 inh	SKKanGAS inh
17	CCCCCCCCc1nc(SC(C)C(=O)O)n[nH]1 (stereo not drawn)	0.1	2	i	i	i	i	i	i	i	i	1
18	COc1ccc(CCNC(=O)c2c(C)noc2C)cc1	-0.5	-9	i	i	i	i	i	i	i	i	-14
19	CCN(CC)C(=O)COc1ccc2c(c1)C(=O)CC(C)(C)O2	0.7	-7	i	i	i	i	i	i	i	i	-15
20	Cn1c(CN2CCCC2)nc2cc(NC(=O)Nc3ccccc3)ccc21	1.4	-7	i	i	i	i	i	i	i	i	1
21	Cc1ccc(C(=O)NCCc2c[nH]c3ccccc23)s1	4.6	-10	i	i	i	i	i	i	i	i	7
22	O=[N+]([O-])c1cccc(S(=O)(=O)N2CCc3ccccc3C2)c1	-1.1	-11	i	i	i	i	i	i	i	i	-2
23	O=C(NC(=S)Nc1cccc(F)c1)c1cccc([N+](=O)[O-])c1	-30	-5	i	i	i	i	i	i	i	i	-2
24	CC(C)CC1CC(=O)OC1(C)C(=O)CSc1nc2ccccc2s1 (stereo not drawn)	0.5	-2	i	i	i	i	i	i	i	i	-2
25	COc1ccccc1N1CCN(C/C(O)=C(\C#N)c2nc(-c3ccccc3)cs2)CC1	-0.2	-1	i	i	i	i	i	i	i	i	27
26	c1ccc(CSc2nnnn2-c2cccc3ccccc23)nc1	/	/	i	i	i	i	i	i	i	i	/
27	CCOc1cc(C)cc2oc(=O)cc(-c3ccccc3)c12	0.2	-6	i	i	i	i	i	i	i	i	-12
28	CC(C)CC(NC(=O)c1ccc(Cl)cc1)C(=O)O (stereo not drawn)	0.0	-6	i	i	i	i	i	i	i	i	8
29	O=C(NCC(=O)N(Cc1ccco1)C(C(=O)NC1CCCCC1)c1cccnc1)c1cccs1 (stereo not drawn)	?	-3	i	i	i	i	i	i	i	i	-2
30	CC(=O)c1cccc(NC(=S)N2CCN(S(=O)(=O)c3ccccc3)CC2)c1	0.5	0	i	i	i	i	i	i	i	i	10
31	CCn1c2ccc(F)cc2c2nnc(SCCN3CCOCC3)nc21	-1.1	1	i	i	i	i	i	i	i	i	-2
32	COc1ccccc1NC(=O)C(C)Sc1nc2ccccc2c(=O)n1CC1CCCO1 (stereo not drawn)	-0.3	4	i	i	i	i	i	i	i	i	-8
33	CCC1=NN2C(=N)/C(=C\c3ccc(OCCOc4ccccc4OC)cc3)C(=O)N=C2S1	-1.6	9	i	i	i	i	i	i	i	i	8
34	O=C(COC(=O)CCCC1=NS(=O)(=O)c2ccccc2N1)Nc1ccccc1	0.0	2	i	i	i	i	i	i	i	i	-12
35	CCOP(=O)(OCC)C(NC(=O)Nc1ccc(Cl)cc1)C(=O)N(CC)CC (stereo not drawn)	0.2	-12	i	i	i	i	i	i	i	i	-7
36	COc1ccc(CCNC(=O)C(=O)N2CCCCC2)cc1OC	-1.4	4	i	i	i	i	i	i	i	i	0
37	Cc1cc(C)n2nc(SCC(=O)NC3CCCCC3C)nc2n1 (stereo not drawn)	-0.2	-8	i	i	i	i	i	i	i	i	-1
38	c1ccc2c(c1)nc1n2CCS1	-0.1	-6	i	i	i	i	i	i	i	i	6
39	CC(C)N(C(=O)c1ccc(-c2ccccc2F)cc1)C(C)C	-0.4	4	i	i	i	i	i	i	i	i	4
40	Cc1cccc(-n2[nH]c3c4c(ccc3c2=O)C(=O)c2ccccc2C4=O)c1	0.3	20	i	i	i	i	i	i	i	i	80*
41	Cc1cc2c(cc1S(=O)(=O)NCc1ccccc1)NC(=O)CO2	-0.1	15	i	i	i	i	i	i	i	i	26
42	COc1ccc(C(=O)N2CCOC23CCN(c2ncccn2)CC3)cc1	-0.2	12	i	i	i	i	i	i	i	i	10
43	CNc1nc2c(c(=O)[nH]c(=O)n2C)n1CCCc1ccccc1	-0.4	/	i	i	i	i	i	i	i	i	-4
44	COc1ccccc1C1/C(=C(\O)c2ccc3c(c2)OCCO3)C(=O)C(=O)N1Cc1cccnc1 (stereo not drawn)	0.0	-9	i	i	i	i	i	-6*	i	i	-3
45	O=C(NC1CCCCC1)c1ccc(-c2ccccc2[N+](=O)[O-])o1	6.7	5	i	i	i	i	i	i	i	i	22
46	Cc1nn(Cc2ccccc2)c(C)c1NC(=O)c1cccs1	-0.5	-22	i	i	i	i	i	i	i	i	-1
47	CC(=O)c1cccc(NC(=O)C(C)N2CCc3ccccc3C2)c1 (stereo not drawn)	1.7	18	i	i	i	i	i	i	i	i	-10
48	CCN(CC)S(=O)(=O)c1cc(C(=O)Nc2cccnc2)ccc1Cl	-0.1	-6	i	i	i	i	i	i	i	i	-3
49	COc1ccc(C2=NOC(C(=O)NCCCn3ccnc3)C2)cc1 (stereo not drawn)	0.0	-2	i	i	i	i	i	i	i	i	9
50	CCOC(=O)CCSCC(=O)Nc1cc(C)on1	-0.6	0	i	i	i	i	i	i	i	i	12
51	NC(=O)C1(N2CCCCC2)CCN(C(=O)NC23CC4CC(CC(C4)C2)C3)CC1	-0.6	-1	i	i	i	i	i	i	i	i	-6
52	O=C(NC1CCN(C(=O)Nc2ccc(F)cc2)CC1)c1ccc(F)cc1	-0.3	-97	i	i	i	i	i	i	i	i	3
53	Cc1ccc(C)c(C(=O)COC(=O)c2cc([N+](=O)[O-])ccc2N2CCOCC2)c1	-0.3	-1	i	i	i	i	i	i	i	i	1
54	O=C(CCN1C(=O)COc2ccccc21)NCCCN1CCN(c2ccccc2F)CC1	0.1	2	i	i	i	i	i	i	i	i	-6
55	COc1ccc(C(=O)N2CCC(C(=O)NC3CC3)CC2)cc1	0.0	6	i	i	i	i	i	i	i	i	-1
56	Cc1ccc(NC(=O)CCCNC(=O)c2ccc(Cl)cc2)nc1	2.0	9	i	i	i	i	i	i	i	i	-7
57	O=C(OCCN1C(=O)c2ccccc2C1=O)c1cc(S(=O)(=O)N2CCOCC2)ccc1F	-2.5	-3	6.8*	i	i	i	i	i	i	i	-4
58	CCCC(=O)N(CCN1CCOCC1)c1nc2c(OC)ccc(OC)c2s1	0.8	1	i	i	i	i	i	i	i	i	-4
59	COc1ccc(NC(=O)CSc2ncn(-c3ccccc3)n2)cc1Cl	-0.2	-5	i	i	i	i	i	i	i	i	-17
60	CN1CCN(C(CNS(=O)(=O)c2cccs2)c2cccnc2)CC1 (stereo not drawn)	-0.1	-2	i	i	i	i	i	i	i	i	-2
61	CCOC(=O)C1CCN(S(=O)(=O)c2cn(C)c(=O)n(C)c2=O)CC1	-0.2	2	i	i	i	i	i	i	i	i	0
62	COc1ccccc1-c1noc(CSc2nc(C)cc(=O)[nH]2)n1	-0.4	-10	i	i	i	i	i	i	i	i	-1
63	CC(O)[C@H]1CN=C(N)N1CCCCC1CCCCC1 (stereo partly drawn)	0.1	-2	i	i	i	i	i	i	i	i	6
